Diaphorase inh = counter-screen for diaphorase-based assays: diaphorase inhibitors and chemical oxidizers; diaphorase resazurin-to-resorufin fluorescence, NADH, 16 min; bacterial (C. kluyveri) enzyme, not human; inhibition, % at 20 µM; 190,000 compounds, 0.69% hits; AID 1217;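 active means primary screen inhibition at 20 µM above a set limit, cut at about 50% in these data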;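 further: plate controls were DMSO with full reaction for no effect and wells lacking NADH for full effect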
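Assay system – diaphorase enzyme from Clostridium kluyveri · Amount – diaphorase 0.14 U/mL (working solution) · Times – reaction incubation of 16 min at room temperature · Controls – No-NADH positive control and DMSO neutral control · Signal – resorufin fluorescence 544/590 nm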
G6PDH counter = counter-screen for G6PDH assay hits: L. mesenteroides G6PDH inhibition; Purified L. mesenteroides G6PDH, diaphorase/resazurin coupled fluorescence, 45 min; inhibition, % at 5 µM; 200,000 compounds, 0.12% hits; in the data active means inhibition above about 50%
Efa HMGR inh = inhibitors of class II HMG-CoA reductase from Enterococcus faecalis; purified E. faecalis HMGR, NADPH absorbance 340 nm kinetic; inhibition, % at 10 µM; 190,000 compounds, 0.41% hits; AID 1066;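 active means inhibition above a set limit, the median over all tested compounds plus 3 SD, cut at about 9.5% in these data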;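 further: enzyme runs in reverse so mevalonate oxidation gives rising NADPH absorbance; 0% = complete reaction with DMSO and 100% = background rate lacking mevalonate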
TNAP act hiacc = TNAP (human) activation, high acceptor. P05186. 200,000 tested, under 10 active. purified TNAP, CDP-star luminescence, 1 M DEA, 30 min; stronger effect = higher value; 0 = EDTA background, 1 = DMSO-only activity. AID 1136. activation factor at 20 µM;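 active means activation factor at least 2 at 20 µM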
Target sequence (P05186 whole entry, looked up): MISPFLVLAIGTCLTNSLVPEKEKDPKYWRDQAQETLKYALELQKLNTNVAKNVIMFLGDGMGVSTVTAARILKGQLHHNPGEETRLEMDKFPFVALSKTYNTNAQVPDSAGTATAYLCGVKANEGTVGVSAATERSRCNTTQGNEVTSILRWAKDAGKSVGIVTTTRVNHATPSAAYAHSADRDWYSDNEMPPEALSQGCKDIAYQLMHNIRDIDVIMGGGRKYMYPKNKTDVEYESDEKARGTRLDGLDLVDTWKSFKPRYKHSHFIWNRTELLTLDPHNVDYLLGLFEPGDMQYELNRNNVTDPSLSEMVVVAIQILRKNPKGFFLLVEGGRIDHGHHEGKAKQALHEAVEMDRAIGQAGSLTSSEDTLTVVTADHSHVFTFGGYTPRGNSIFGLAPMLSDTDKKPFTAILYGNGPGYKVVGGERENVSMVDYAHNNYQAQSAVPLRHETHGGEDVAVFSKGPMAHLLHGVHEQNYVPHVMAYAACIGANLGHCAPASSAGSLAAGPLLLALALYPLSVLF
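Assay system: human TNAP; Input: enzyme diluted 1/800 final; Reagent: CDP-star luminogenic substrate at 100 µM final; Timing: 30 min, room temperature; Signal: luminescence; Evaluation: TNAP activation factor scaled between EDTA and DMSO control wells.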
PMI act = activators of human phosphomannose isomerase | activation factor at 20 µM | 190,000 compounds, 0.005% hits | purified human PMI, coupled resazurin fluorescence, 20 min; stronger effect = higher value; 1 = vehicle control, 0 substrate-free wells;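 active means activation factor of 2 or more at 20 µM, relative to plate controls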
FLuc act counter = firefly luciferase counter-screen for stimulation assays | activation factor at 10 µM | ATPlite luciferase biochemical, luminescence, 10 min; 0 = ATP-free wells, 1 = DMSO control | AID 1027 | 200,000 tested, under 10 active | P08659;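 active means luciferase activation factor, scaled between plate controls, of at least 2 with compound at 10 µM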
Target sequence (P08659 whole entry, looked up): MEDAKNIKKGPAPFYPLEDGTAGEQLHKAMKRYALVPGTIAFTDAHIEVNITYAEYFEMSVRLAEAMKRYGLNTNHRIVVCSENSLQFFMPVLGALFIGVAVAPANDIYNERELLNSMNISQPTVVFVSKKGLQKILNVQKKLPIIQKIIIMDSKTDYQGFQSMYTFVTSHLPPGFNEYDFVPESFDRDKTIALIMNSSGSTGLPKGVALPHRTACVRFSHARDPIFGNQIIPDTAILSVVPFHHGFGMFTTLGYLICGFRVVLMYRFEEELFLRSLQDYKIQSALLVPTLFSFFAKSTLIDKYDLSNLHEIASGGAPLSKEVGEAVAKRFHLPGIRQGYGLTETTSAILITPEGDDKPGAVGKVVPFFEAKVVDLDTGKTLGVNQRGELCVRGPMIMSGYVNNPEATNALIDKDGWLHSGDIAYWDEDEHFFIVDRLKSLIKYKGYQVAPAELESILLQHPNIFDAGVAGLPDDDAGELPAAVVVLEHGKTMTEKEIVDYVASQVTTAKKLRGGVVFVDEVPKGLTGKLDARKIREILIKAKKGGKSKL
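System: cell-free luciferase reagent; medium: PBS as buffer for the ATP substrate; doses: test compounds dosed from 2 mM stocks in 100% DMSO; incubation: 10 min, room temperature; measured by: luminescence from luciferase reaction; read-out: luciferase activation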
PMI act hi M6P = increases human PMI activity with near-saturating mannose 6-phosphate; P34949; coupled PMI enzyme assay, resazurin fluorescence, 20 min; stronger effect = higher value; 1 = untreated enzyme, 0 = substrate-free blank; activation factor at 20 µM; 190,000 compounds, 0.34% hits; AID 1216;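 active means activation factor of 2 or more at 20 µM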
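Test system – human PMI in coupled enzyme assay · Timing – 20 min incubation at room temperature · Detection – Diaphorase-driven resazurin-to-resorufin fluorescence, excitation 544, emission 590 nm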
Diaph act CS = counter-screen for diaphorase-based assays: diaphorase activators and chemical reducers | Diaphorase/resazurin coupled assay, resorufin fluorescence, 16 min; stronger effect = higher value; 1 = vehicle wells, 0 = NADH-free wells | activation factor at 20 µM | 190,000 compounds, 0.005% hits;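 active means diaphorase activity raised at least twofold by the compound at 20 µM; inactive means activation factor below 2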
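Material: Purified diaphorase enzyme from Clostridium kluyveri | Buffer or medium: 50 mM HEPES pH 7.4 with 4.542 mM MgCl2, 0.005% Tween 20 | Times: 16 min enzyme reaction, ambient temperature | Signal: Red resorufin fluorescence at 544/590 nm excitation/emission | Measure: Increased resorufin signal from activators or reducing compounds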
TNAP inh noacc = blocks human TNAP activity with no phosphate acceptor present | inhibition, % at 20 µM | 200,000 compounds, 0.26% hits | purified TNAP, CDP-star luminescence, 30 min | P05186;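 active means tissue-nonspecific alkaline phosphatase inhibition above about 50% at 20 µM in the single-dose screen, limit read from the data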;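 further: 0% = DMSO negative control and 100% = EDTA positive control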
TNAP inh hiacc = TNAP (human) inhibition, high acceptor; AID 1135; P05186; purified TNAP, CDP-star luminescence, 1 M DEA; inhibition, % at 20 µM; 200,000 compounds, 0.03% hits;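 active means over 50% inhibition of tissue-nonspecific alkaline phosphatase at 20 µM in the single-dose screen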;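 further: plate controls were DMSO wells for no effect and EDTA-quenched wells as full inhibition for full effect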
Starred values were filed as active, the others as inactive; x = not tested or not shown.

SMILES	Diaphorase inh	G6PDH counter	Efa HMGR inh	TNAP act hiacc	PMI act	FLuc act counter	PMI act hi M6P	Diaph act CS	TNAP inh noacc	TNAP inh hiacc
O=C(NCCOCCOCCNC(=O)c1cccnc1)c1cccnc1	17	8	-2	1	0.9	1.1	0.9	0.8	-10	-3
c1ccc(NCc2ccccn2)cc1	11	14	-4	1.1	0.9	1	0.9	0.9	-9	-6
Cc1ccc(N(Cc2ccco2)C(=O)c2ccc(N3CCCCC3)c([N+](=O)[O-])c2)cc1	15	1	-5	1	0.9	1	0.8	0.9	3	2
CCNc1nc(Cl)nc(NCc2ccccc2)n1	3	6	-5	1.1	1	1.1	1	1	-5	-6
CCC1SC(CC)C(=O)N(CC(=O)NC2CCCCC2)C1=O (stereo not drawn)	3	2	0	1	1	1	1.1	1	-9	-1
Cn1c(NC(=O)C(C)(C)Oc2ccc(Cl)cc2)cc(=O)n(C)c1=O	16	-4	-4	1	0.9	1.1	0.9	0.8	-7	-1
COc1cc(C)nc(Oc2ccc(=O)n(C)n2)n1	7	-1	-11	1.1	0.9	1	1	0.9	-13	-6
COc1ccccc1NS(=O)(=O)c1cc(C)ccc1C	21	4	-4	1	0.8	1.1	0.9	0.8	-3	-2
COc1ccccc1OCCn1c(=O)oc2ccc(C)cc21	19	5	6	1	1	1	1	0.8	-3	4
Cc1nc(NC(=S)NC(=O)c2cccs2)sc1C(=O)N(C)C	26	-2	1	1.1	0.9	0.8	0.9	0.7	-2	-6
COc1ccc(-c2nc(CCNS(=O)(=O)c3ccc4c(c3)OCCO4)cs2)cc1	30	5	-2	1	0.7	1	0.8	0.7	2	-2
CCN1CCCC1CN(Cc1cc2cc(OC)ccc2[nH]c1=O)C(=O)NCc1ccccc1 (stereo not drawn)	1	-2	-1	1.1	1	1.1	0.8	1	-10	-6
CC(OC(=O)C1CCN(S(=O)(=O)c2ccc(Cl)cc2)CC1)C(=O)N1CCc2ccccc21 (stereo not drawn)	0	9	2	1	0.9	1.1	0.9	1	4	-2
Cc1cccc(Oc2ncnc(N)c2[N+](=O)[O-])c1C	22	-17	-2	1	0.9	1.1	1	0.8	-15	0
Cc1ccc(S(=O)(=O)Nc2ccc(C(=O)OCC(=O)N(CCC#N)c3ccccc3)cc2)cc1C	13	0	-7	1	0.8	1.1	1	0.9	-20	0
O=C(CSc1nc2ccc(Nc3nc(N4CCOCC4)nc(N4CCOCC4)n3)cc2s1)NCc1ccco1	23	4	-2	1.1	1	1.1	1	0.8	-13	-7
O=C(NC1CC1)c1ccc(S(=O)(=O)NC2CCCCCC2)cc1	12	2	3	1.1	1.1	1.1	1	0.9	-12	-6
O=C(CCS(=O)(=O)c1ccc(Br)s1)NCc1cccs1	-7	-2	-5	1	1.1	1	1.1	1.1	-5	4
O=C(COc1ccc([N+](=O)[O-])cc1)NCc1cccnc1	9	12	-6	1.1	1.1	1.1	1.1	0.9	-8	-8
Cc1cccc(C(=O)NCC(=O)OCC(=O)c2cc(C)n(CC3CCCO3)c2C)c1 (stereo not drawn)	-13	-5	0	1	1.2	0.8	1.1	1.1	-6	4
CC1=C(C(=O)Nc2cccc(C)n2)C(c2ccc3c(c2)OCO3)C2=C(CC(c3ccco3)CC2=O)N1 (stereo not drawn)	18	6	-3	1	0.9	1.1	0.9	0.8	-15	-2
CN(Cc1ccccc1)c1ccc(N2C(=O)CCC2=O)cc1[N+](=O)[O-]	11	3	-1	0.9	1	1.1	1.1	0.9	2	8
O=C(CN(C1CCCCC1)S(=O)(=O)c1ccc(F)cc1)NCc1ccncc1	19	12	1	1	0.9	1	0.9	0.8	-28	-4
Nc1nncn1C(=O)c1c(Cl)cccc1Cl	13	1	0	1	0.9	1	0.9	0.9	-8	-1
CCN1CCN(CCNC(=O)c2cn(Cc3ccccc3F)nn2)CC1	4	3	1	1	1	1	1	1	-6	2
COc1ccc(-c2ccc(-c3noc(C4CCCCC4)n3)c(OC)n2)cc1	25	0	-3	1	0.9	1.1	0.8	0.7	-4	-2
Fc1ccc(Br)cc1C1C=C(c2ccc(Br)s2)Nc2ncnn21 (stereo not drawn)	17	-18	1	1	1.4	1	1.9	0.8	-28	0
C=CCn1c(SCc2c(C)noc2C)nc2sc3c(c2c1=O)CCCCC3	16	9	3	1	0.9	1.1	0.9	0.8	-2	-4
O=C(CCCn1c(=O)[nH]c2ccccc2c1=O)N1CCN(c2ccccn2)CC1	0	19	1	1	1	1	1	1	-9	-3
COc1ccc2c(C)cc(SC3CCOC3=O)nc2c1 (stereo not drawn)	12	5	-2	1.1	1	1.1	0.9	0.9	-12	-7
Cn1cccc1Cc1nnc(SCC(=O)Nc2cccc(F)c2)n1-c1ccc(F)cc1	6	-17	4	1	0.9	1.1	0.9	0.9	12	-2
CCN1C(=O)c2cccc3c(S(=O)(=O)NCCc4c[nH]c5ccccc45)ccc1c23	28	12	1	1	0.8	1	0.8	0.7	-8	-2
CCC(C)(C)NC(=O)CN(Cc1ccccc1Cl)C(=O)CCC(=O)Nc1cc(C)ccn1	x	7	4	1.1	x	1.1	x	x	-6	-6
CCN(CC)c1ccc(/C=N/NC(=O)Nc2ccccc2)cc1	16	-1	0	1	1.3	0.7	1.5	0.8	-2	-3
COCn1c(-c2ccccc2)nc2ccccc21	6	-2	-11	1	1	0.9	1.1	0.9	-9	1
COc1ccc(/C=C/C(=O)Nc2ccc(-c3nnc4n3CCCCC4)cc2)c(OC)c1	17	-26	-7	1	1	0.9	1.1	0.8	19	-4
O=C(O)c1ccc2c(=O)n3c(nc2c1)/C(=C/c1ccccc1C(F)(F)F)CCCC3	14	23	-9	1	0.9	1	0.9	0.9	3	-2
COCCn1c(N)c(N(Cc2ccccc2)C(=O)C2CCCCC2)c(=O)[nH]c1=O	-2	5	-1	1	1.2	1	1	1	-1	1
COc1ccc(-c2nc(CCNC(=O)c3cccs3)cs2)cc1	10	-24	-10	1.1	0.8	1	0.9	0.9	-6	-7
O=C(OCCCN=C1NS(=O)(=O)c2ccccc21)c1cccs1	-9	20	-7	1.1	1	1	1	1.1	-12	-6
O=c1ccc(-c2nc3cc(Cl)ccc3n2Cc2ccccc2)c[nH]1	25	11	-2	1	0.9	1.1	0.9	0.8	-7	-2
O=C(CCn1cnc2ccccc2c1=O)Nc1nc(-c2ccc(Br)cc2)cs1	-8	3	-4	1	1.2	1	1.2	1.1	-10	1
CCCCN1c2cc(C)c(O)cc2C(C(=O)OCC)C1C (stereo not drawn)	5	2	-3	1	1	1	1	1	-4	0
Cc1nc2ccc(NC(=O)C3CCN(S(=O)(=O)c4cccs4)CC3)cc2s1	18	4	6	1	1	1.1	1	0.8	0	-2
O=C(CCN1CCc2ccccc2C1)Nc1ccc(F)cc1	13	1	2	1	1.1	1.1	1	0.9	-11	-4

Single records, from the list above. Values in the order: Diaphorase inh	G6PDH counter	Efa HMGR inh	TNAP act hiacc	PMI act	FLuc act counter	PMI act hi M6P	Diaph act CS	TNAP inh noacc	TNAP inh hiacc
`CCC(C)(C)NC(=O)CN(Cc1ccccc1Cl)C(=O)CCC(=O)Nc1cc(C)ccn1` is listed with x	7	4	1.1	x	1.1	x	x	-6	-6
`O=c1ccc(-c2nc3cc(Cl)ccc3n2Cc2ccccc2)c[nH]1` is listed with 25	11	-2	1	0.9	1.1	0.9	0.8	-7	-2
`COCn1c(-c2ccccc2)nc2ccccc21` is listed with 6	-2	-11	1	1	0.9	1.1	0.9	-9	1
`Cn1cccc1Cc1nnc(SCC(=O)Nc2cccc(F)c2)n1-c1ccc(F)cc1` is listed with 6	-17	4	1	0.9	1.1	0.9	0.9	12	-2
`COCCn1c(N)c(N(Cc2ccccc2)C(=O)C2CCCCC2)c(=O)[nH]c1=O` is listed with -2	5	-1	1	1.2	1	1	1	-1	1

Next section.
SMILES	Diaphorase inh	G6PDH counter	Efa HMGR inh	TNAP act hiacc	PMI act	FLuc act counter	PMI act hi M6P	Diaph act CS	TNAP inh noacc	TNAP inh hiacc
CCN1CCc2c(sc(NC(=S)NC(=O)c3ccccc3)c2C#N)C1	20	-4	-5	1	1.4	1	1.9	0.8	6	-1
Cc1nc(N)c(C#N)c(-c2ccccc2Cl)c1C	14	-3	-4	1.1	1	1	1	0.9	-13	-6
Cc1nc(CCNC(=O)Cc2ccc(F)cc2)cs1	9	-2	0	1.1	0.9	1.1	0.9	0.9	-1	-6
Cc1ccc(C(=O)N[C@H](C(=O)OCC(=O)NC2CCS(=O)(=O)C2)C(C)C)cc1 (stereo partly drawn)	18	-9	3	1	0.9	1	1	0.8	-13	0
C=CCOc1ccccc1CNc1ccc2c(c1)OCCO2	21	27	-4	1	1.4	0.3	0.9	0.8	-4	2
O=C(c1cnccn1)N1CCc2c([nH]c3ccccc23)C1c1cccc(Cl)c1 (stereo not drawn)	16	2	-1	1	0.8	1	0.9	0.8	-1	-1
CCOc1ccc(N2C(=O)Nc3ccccc3C2(O)C(=O)NCc2ccc(C)cc2)cc1 (stereo not drawn)	7	-4	-2	1.1	1	1.1	1	0.9	-17	-6
CC(=O)Nc1ccc(OC(F)(F)Cl)cc1	4	0	-4	1	1	1	1	1	-2	1
N#CC1=C(O)C(c2ccccc2)n2c1nc(=O)c1ccccc12 (stereo not drawn)	24	19	2	1.1	1	1	1	0.8	-6	-5
Cc1cccc(Nc2ccc(C(=O)N3CCOCC3)cn2)c1	8	18	-1	1	1.1	0.9	1	0.9	-3	-3
COC(=O)Cc1csc(Nc2ccccc2)n1	12	3	1	1	1	1	0.9	0.9	-1	0
CSc1cccc(NC(=S)N2CCC(N(C)C3CCCC3)CC2)c1	3	1	1	1	1.1	1	1	1	0	3
Nc1ncnc(Nc2ccccn2)c1[N+](=O)[O-]	10	1	4	1	0.9	1	1	0.9	-7	-3
COC(=O)c1ccccc1NC(=O)Cn1nc(C(F)(F)F)c2c1CCC2	19	9	3	1	0.9	1	0.8	0.8	-9	-4
O=S1(=O)CCC(NC(=S)N2CCCCC2)C1 (stereo not drawn)	14	3	-2	1	1	1	1	0.9	-16	-1
O=C(CN(C(=O)Cn1nnc(-c2ccc(F)cc2)n1)c1ccc(F)c(Cl)c1)NCC1CCCO1 (stereo not drawn)	x	7	2	1	x	1	x	x	-7	-4
Cc1cc(F)c(F)c(C(=O)N2C(C)CCCC2C)c1Cl (stereo not drawn)	7	15	0	1.1	1.1	1.1	1.1	0.9	-9	-7
O=C(NCc1ccccn1)c1cc2ccccc2oc1=O	-6	0	-6	1	1	0.8	1	1.1	-11	-3

Bioassay records from PubChem.
